Bioassay records from PubChem.
MITF act: activators of MITF-driven TRPM1 promoter activity in SK-MEL-5 cells; SK-MEL-5 TRPM1-promoter luciferase, 24 h; % of positive control, neutral wells = 0; activation, % at 12.5 µM; actives 0.75% (n = 300,000);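 active means mean activation of at least 80% with every replicate also reaching 80%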;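 further: 0% = neutral control wells and 100% = parthenolide positive control wells; values of inactives mirror those of a sister screen read the other way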
PvdQ inh: P. aeruginosa PvdQ acylase inhibition; purified PvdQ acylase, fluorescence plate reader; inhibition, % at 10 µM; actives 0.063% (n = 340,000); AID 488965; in the data active means inhibition above about 30%, passing the limit was not always enough;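 further: 0% = vehicle neutral wells and 100% = reference inhibitor wells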
HTR5A ag: activates human HTR5A in OPRM1-OPRD1 agonist counter-screen; actives 0.61% (n = 340,000); P47898; activation, % at 9.3 µM; HTR5A agonist assay, luminescence, cell-based; in the data active means activation mostly above about 9.5%, no sharp cut-off; inactive means mostly below about 7.6%;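 further: 0% = cells with vehicle only and 100% = reference agonist; strong numbers were not always called active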
Target sequence (P47898 whole entry, looked up): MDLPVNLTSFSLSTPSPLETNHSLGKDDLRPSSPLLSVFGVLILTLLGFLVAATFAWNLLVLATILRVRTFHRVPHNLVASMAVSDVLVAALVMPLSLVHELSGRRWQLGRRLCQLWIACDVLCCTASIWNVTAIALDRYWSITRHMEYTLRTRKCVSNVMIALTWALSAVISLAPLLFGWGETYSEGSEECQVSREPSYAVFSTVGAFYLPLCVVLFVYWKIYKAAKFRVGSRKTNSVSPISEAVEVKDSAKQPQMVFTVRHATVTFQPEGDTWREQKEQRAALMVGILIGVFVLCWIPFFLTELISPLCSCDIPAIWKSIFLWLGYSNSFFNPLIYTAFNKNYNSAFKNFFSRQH
Rtt109 HAT inh: blocks Candida albicans Rtt109/Vps75 acetyltransferase activity | Q5AAJ8 | purified Rtt109/Vps75, ThioGlo CoA-SH fluorescence, 4 h | inhibition, % at 34.9 µM | actives 0.16% (n = 330,000) | AID 540336;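 active means inhibition of at least 50% in every replicate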
dFosB activator: mouse delta FosB homodimer activation | P13346 | activation, % at 25 µM | actives 0.99% (n = 340,000) | purified delta FosB, TAMRA-CDK5 oligo fluorescence polarization; percent of positive-control signal above neutral wells | AID 493131;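 active means mean activation above about 17%, with every replicate also reaching it, limit read from the data, passing the limit was not always enough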;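 further: fluorescence polarization rise as delta FosB binds a TAMRA Cdk5 AP-1 oligo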
RTF Ca sens act: cardiac RTF calcium sensitization. activation, % at 7.2 µM. IANBD-labeled TnC RTF fluorescence at EC20 calcium; 0% EC20 calcium, 100% full calcium. AID 493008. actives 0.24% (n = 340,000);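 active means activation above the mean over all tested compounds plus 3 SD, cut at about 30% in these data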;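 further: rise in fluorescence read as greater calcium sensitivity of cardiac thin filaments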
CDK5 p35 inh: blocks human CDK5/p35 kinase activity; actives 0.01% (n = 330,000); inhibition, % at 10 µM; Recombinant CDK5/p35, ADP-Glo luminescence, 60 min; Q00535+Q15078;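 active means highest replicate inhibition of at least 50% and at least 75% of replicates reaching 50%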;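 further: plate controls were DMSO neutral control for no effect and GW8510 at 10 µM for full effect; many of its hits are not listed in these tables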
Target sequence (Q00535 whole entry, looked up): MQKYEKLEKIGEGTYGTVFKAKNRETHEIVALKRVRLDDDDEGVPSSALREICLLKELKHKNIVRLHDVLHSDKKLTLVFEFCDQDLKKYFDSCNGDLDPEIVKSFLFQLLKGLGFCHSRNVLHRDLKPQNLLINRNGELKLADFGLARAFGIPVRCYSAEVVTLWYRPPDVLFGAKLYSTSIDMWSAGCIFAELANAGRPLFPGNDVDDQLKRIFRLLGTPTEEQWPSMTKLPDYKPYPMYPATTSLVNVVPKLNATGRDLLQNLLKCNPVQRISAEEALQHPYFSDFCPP
Target sequence (Q15078 whole entry, looked up): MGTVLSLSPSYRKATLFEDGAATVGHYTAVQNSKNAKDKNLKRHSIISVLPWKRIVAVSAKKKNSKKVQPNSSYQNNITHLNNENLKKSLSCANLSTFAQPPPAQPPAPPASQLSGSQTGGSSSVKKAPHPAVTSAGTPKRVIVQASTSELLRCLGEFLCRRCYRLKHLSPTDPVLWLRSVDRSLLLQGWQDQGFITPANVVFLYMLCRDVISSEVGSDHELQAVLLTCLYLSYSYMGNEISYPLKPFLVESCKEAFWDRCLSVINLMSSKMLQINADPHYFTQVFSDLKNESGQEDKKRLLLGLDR
Wnt bcat act: activates Wnt/beta-catenin signaling in a reporter cell assay; activator, plate reader; AID 743398; activation, % at 9.35 µM; actives 1.2% (n = 300,000); in the data active means activation above about 30%, passing the limit was not always enough;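 further: 0% = neutral control wells and 100% = positive control wells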
SR-BI HDL uptake: blocks mouse SR-BI lipid uptake from DiI-HDL. Q61009. inhibition, % at 12.5 µM. AID 488896. actives 0.96% (n = 320,000). ldlA[mSR-BI] CHO cells, DiI-HDL uptake fluorescence, 3 h;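 active means mean replicate inhibition of at least 70% and a set share of replicates each scoring 70 or more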;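 further: 0% = median of neutral control wells and 100% = median of positive control wells; values of inactives mirror those of a sister screen read the other way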
SR-BI DiI-HDL act: enhances SR-BI lipid uptake from DiI-HDL; CHO ldlA[mSR-BI] cells, DiI-HDL uptake fluorescence, 3 h; 100 = double the neutral-control signal; activation, % at 12.5 µM; actives 0.096% (n = 320,000);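 active means mean replicate activation of at least 60% and every replicate at or above 60%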;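 further: 0% = median plate neutral-control signal and 100% = twice that signal; values of inactives mirror those of a sister screen read the other way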
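system = CHO ldlA[mSR-BI] cells, LDL receptor-null, SR-BI overexpressing | medium = Ham's F12 with 0.5% BSA, HEPES 25 mM, pH 7.4 | probe or stimulus = DiI-HDL 10 µg/mL | compound dosing = single-point compound dose | incubation = compound exposure 3 h, 37 °C | technique = DiI fluorescence, bottom read | read-out = cell-associated DiI fluorescence as measure of HDL uptake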
* hit, by the source's call; . = no result given.

The first three entries (preview)
structure	dFosB activator	PvdQ inh	Wnt bcat act	HTR5A ag	MITF act	SR-BI DiI-HDL act	Rtt109 HAT inh	SR-BI HDL uptake	RTF Ca sens act	CDK5 p35 inh
CSCCC(=O)N1CCCC(N2CCN(c3cccc(C(F)(F)F)c3)CC2)C1 (configuration not stated)	4	-8	-3	6	.	-28	-6	28	-4	0.6
CCC(C(=O)NCCc1ccc(OC)c(OC)c1)n1nc(C)n2c(cc3occc32)c1=O (configuration not stated)	-1	-17	-1	5	-2	7	1	-7	2	1.1
CCOC(=O)N1CCC(NC(=O)c2ccc(NC(=O)C3CCCO3)cc2)CC1 (configuration not stated)	-2	-3	2	-1	-1	-13	-1	13	2	-0.2

All compounds of this part, from the start:
structure	dFosB activator	PvdQ inh	Wnt bcat act	HTR5A ag	MITF act	SR-BI DiI-HDL act	Rtt109 HAT inh	SR-BI HDL uptake	RTF Ca sens act	CDK5 p35 inh
CSCCC(=O)N1CCCC(N2CCN(c3cccc(C(F)(F)F)c3)CC2)C1 (configuration not stated)	4	-8	-3	6	.	-28	-6	28	-4	0.6
CCC(C(=O)NCCc1ccc(OC)c(OC)c1)n1nc(C)n2c(cc3occc32)c1=O (configuration not stated)	-1	-17	-1	5	-2	7	1	-7	2	1.1
CCOC(=O)N1CCC(NC(=O)c2ccc(NC(=O)C3CCCO3)cc2)CC1 (configuration not stated)	-2	-3	2	-1	-1	-13	-1	13	2	-0.2
NC12CC3CC(C1)CC(CC(=O)O)(C3)C2	4	-9	-11	4	3	29	-4	-29	-2	-0.3
Cc1ccc(C(=O)N/N=C/c2ccc(-c3ccc(Br)cc3[N+](=O)[O-])o2)o1	-4	-12	1	0	2	-42	4	42	3	-2.4
COc1cccc(-c2csc3nnc(SCC(=O)NCc4cccs4)n23)c1	-11	-14	.	1	-8	-8	-17	8	-1	-1.7
CC1(C)CC[C@]2(C(=O)O[C@@H]3O[C@H](CO)[C@@H](O)[C@H](O)[C@H]3O)CC[C@]3(C)C(=CCC4[C@@]5(C)CC[C@H](O[C@@H]6O[C@H](C(=O)O)[C@@H](O[C@H]7OC[C@@H](O)[C@@H](O)[C@@H]7O)[C@H](O)[C@H]6O)C(C)(C)C5CC[C@]43C)[C@@H]2C1 (some centres not stated)	-2	-20	-2	6	7	30	5	-30	2	-0.2
Cc1cc(C)n2nc(SCC(=O)Nc3ccccc3C)nc2n1	3	-17	2	0	3	18	1	-18	1	-5.9
CCOc1ccc(-c2nnn(CC(=O)Nc3cccc(OC)c3)n2)cc1OCC	19*	2	33*	10	-9	-14	.	14	6	0.3
CCCN(CCC)C(=O)c1cn(C)c2ccc(S(=O)(=O)N3CCCC3)cc2c1=O	-5	-16	-1	-1	-7	15	0	-15	0	-1.6
Nc1nnn(CC(=O)N/N=C/c2cccc3ccccc23)n1	-14	2	.	5	2	1	-4	-1	0	.
Cc1scc(C(=O)N/N=C/c2ccsc2)c1C	1	-9	1	3	58	-19	1	19	0	-0.2
C=CC[n+]1c(-c2ccc(C)cc2)csc1NNC(=O)Nc1ccccc1	-10	-9	-15	3	-8	13	.	-13	7	-0.1
CNC(=O)C(=O)NCC1OCCN1S(=O)(=O)c1ccc(C)cc1 (configuration not stated)	1	-8	-3	-1	0	-4	-10	4	-1	-0.4
Cc1nc(CC(=O)O)c(-c2ccccc2)s1	5	-19	-4	-2	.	10	7	-10	2	0.3
CC1Cc2cc(-c3csc(N)n3)ccc2O1 (configuration not stated)	-3	-10	12	0	.	-8	2	8	-10	-0.9
O=[N+]([O-])c1cccc(-c2nnc(-c3ccccc3)o2)c1	-6	3	46*	-3	51	-11	-6	11	3	-1.1
CC(=O)c1c(C)[nH]c(C(=O)OCc2ccccc2F)c1C	-8	-6	11	1	67	-70	-1	70	2	-2.5
Cc1ccccc1CN1CCNC(=O)C1CC(=O)NC1CCCCCCC1 (configuration not stated)	-18	-9	1	-3	13	1	9	-1	1	2.1
CCCCC[n+]1ccn(-c2nc3ccccc3nc2[N-]S(=O)(=O)c2ccc(C)cc2)c1	-4	5	-5	2	-10	-24	-19	24	2	-0.8
COc1ccc(C2c3ccc4ccccc4c3Oc3ncn4nc(Cc5ccccc5)nc4c32)cc1OC (configuration not stated)	3	-9	.	2	6	19	-4	-19	7	-0.6
Cc1ccc(C2C3=C(NCCN=C3c3ccccc3)C(=O)N2c2ccccc2)cc1 (configuration not stated)	-13	1	.	-1	-6	4	13	-4	-7	-2.4
CC(C)c1ccc(Oc2cccc(C(=O)/C(C#N)=C/N(C)C)c2)cc1	-13	5	-2	0	3	23	12	-23	1	-0.5
CN(CC(=O)Nc1ccc(F)cc1)C(=O)CNC(=O)C1CCCCC1	7	-14	6	0	-8	-4	-25	4	-5	-1.1
NC(=O)CC(NC(=O)c1ccccc1)c1ccc(NCCc2cccc(F)c2)c([N+](=O)[O-])c1 (configuration not stated)	-3	6	-3	-3	-5	-6	-6	13	-11	-0.7
CCOC(=O)Cn1c(=O)oc2cc(S(=O)(=O)N(C)c3ccc(OC)cc3)ccc21	-4	-11	3	-3	-7	-3	-4	3	0	-1.8
Cc1ccc(C(=O)C(C)OC(=O)CCS(=O)(=O)c2ccc(C)cc2)cc1 (configuration not stated)	2	4	-3	9	6	16	16	-16	-1	1.0
C[C@H](CO)N1C[C@H](C)[C@@H](CN(C)C(=O)NC2CCCCC2)Oc2ccc(NC(=O)C3CCCCC3)cc2C1=O	0	8	-4	0	-6	-20	10	20	6	1.1
Cc1[nH]nc2c1C(c1cccs1)C1=C(CC(C)(C)CC1=O)N2 (configuration not stated)	1	-9	-1	0	14	37	-5	-37	-1	1.3
CC1(C)Cc2c(sc(/N=C/N3CCOCC3)c2C#N)C(C)(C)N1	0	0	.	3	-3	33	1	-33	-1	-0.9
O=C(Cc1ccc(NS(=O)(=O)c2ccc(F)cc2)cc1)NCc1cccnc1	-1	-3	0	1	.	.	-1	.	0	-0.9
CCCN1CNC(=S)N(c2ccccc2OCC)C1	4	-7	.	0	3	17	-6	-17	0	-0.5
O=C(N/N=C\c1ccncc1)c1ccc(Br)s1	-28	-6	1	-3	15	-9	10	9	6	0.8
CCOC(=O)C1CCN(C(=O)Nc2ccccc2Cl)CC1	1	-5	1	2	.	-45	1	45	2	0.0
O=C(NCCNC(=O)c1cccs1)c1ccco1	-3	-10	-2	-2	.	30	-2	-30	16	1.5
CN(C)S(=O)(=O)c1cccc(-c2nnc(SCc3cc(Cl)cc4c3OCOC4)n2N)c1	-18	-9	-2	4	.	-40	9	40	11	-0.2
CCOCCOCCC(C(=O)O)P(=O)(c1ccccc1)c1ccccc1 (configuration not stated)	0	-9	-5	0	-3	23	-16	-23	9	3.0
C/C(=N/NC(=O)c1ccc(C(C)(C)C)cc1)c1ccccn1	-22	-17	-3	-1	.	-22	1	22	10	-0.6
N#CCCC1CCCC=C1N(Cc1ccccc1)C(=O)C(Cl)Cl (configuration not stated)	1	-6	24	.	.	15	0	-15	.	0.0
O=C(O)c1c[nH]c(=O)c2ccccc12	1	-13	2	0	-16	24	-3	-24	2	0.2
CC(=O)Nc1nnc(SCC(=O)c2ccc3c(c2)Cc2ccccc2-3)s1	-3	-5	6	4	5	8	8	-8	3	0.6
O=C(c1cc2cc([N+](=O)[O-])ccc2oc1=O)N1CCOCC1	-2	-10	-1	-1	-8	1	9	-1	1	-1.6
Cc1cccc2cc(CN(Cc3nnnn3C3CCCCC3)C3CCCC3)c3nnnn3c12	-1	-7	-8	2	-11	-43	-1	43	3	-0.7
COc1ccc(C(CNC(=O)c2cccc(S(=O)(=O)N3CCCCC3)c2)N2CCCC2)cc1 (configuration not stated)	-12	-4	-3	-1	35	6	15	-6	0	0.8
CC1CCN(C(=O)Cn2ncc3c4ccccc4n(C)c3c2=O)CC1	-10	-5	3	-4	6	-11	-6	11	2	-5.2
C/C(CC(=O)Nc1cccc(C(F)(F)F)c1)=N\NC(=O)c1cnccn1	-16	-4	-5	6	.	.	10	.	-5	-1.2
COc1cccc(NC(=O)CN(C)C(=O)CCNC(=O)c2ccccc2Cl)c1	-2	-8	-2	-4	-3	1	-11	-1	11	-1.1
CN(C(=O)c1cccc(NC(=O)Cc2cccc(NC(=O)C3CCCN(C(=O)CCc4ccccc4)C3)c2)c1)C1CCC1 (configuration not stated)	-5	-8	-3	6	-46	-68	-9	68	-7	1.1
C=C1CCC2[C@](C)(CO)[C@H](O)CC[C@@]2(C)[C@@H]1/C=C/C1=CCOC1=O (some centres not stated)	-5	-11	-1	-2	-6	7	5	-7	-3	-0.7
CCCCN1C(=O)CC(N2CCOCC2)C1=O (configuration not stated)	1	6	9	-2	1	6	9	-6	0	-0.3

Next part.
structure	dFosB activator	PvdQ inh	Wnt bcat act	HTR5A ag	MITF act	SR-BI DiI-HDL act	Rtt109 HAT inh	SR-BI HDL uptake	RTF Ca sens act	CDK5 p35 inh
COc1ccc(C2C(C#N)=C(N)Oc3cc(N)ccc32)cc1OC (configuration not stated)	-10	-7	-8	-4	-14	-6	-8	6	2	2.2
CCOC(=O)N1CCN(C(=O)c2csc3c2CCCCC3)CC1	-7	-13	2	4	-3	-32	-1	32	2	0.2
S=c1ccc2ccccc2[nH]1	2	-6	1	6	-16	30	-8	-30	1	-0.6
CCCCN1CC[C@H]2C=CC[C@@H](C(=O)Nc3ccc(Cl)c(C(F)(F)F)c3)[C@H]2C1=O	9	16	-5	-1	-5	22	10	-22	-16	1.3
C/C(=N/Nc1ncc(Br)cn1)c1ccc([N+](=O)[O-])cc1	-3	-3	7	-3	8	-10	-11	10	-8	0.0
Cc1ccc(-c2onc3ccc(Cl)cc23)cc1	3	22	-3	3	24	5	-9	-5	1	-0.3
O=C(Nc1ccccc1F)NC1CCCCCCC1	-8	-2	17	3	58	-8	-9	8	-2	-0.9
CCN(CC(=O)Nc1cc(Cl)ccc1OC)CC(=O)NC1CCS(=O)(=O)C1 (configuration not stated)	1	-13	-6	0	-5	.	-10	.	3	-4.4
Cc1c(Cl)c(=O)oc2cc(OCC(=O)NCc3cccs3)ccc12	5	3	-2	3	9	-7	8	7	-9	-1.6
CCOc1cc(C2C(C#N)=C(N)Oc3n[nH]c(-c4ccncc4)c32)cc([N+](=O)[O-])c1O (configuration not stated)	8	-8	-9	.	-4	5	10	-5	.	-0.2
Cc1ccc(C)c(OCC(O)CN2C(C)CCCC2C)c1 (configuration not stated)	-1	-11	-4	4	-8	11	0	-11	5	-2.4
Cc1ccc(-c2nc(-c3ccccc3)no2)c(Cl)c1	-6	0	-9	10	-49	-4	-2	4	-4	3.1
O=C(CP(=O)(CO)CO)c1ccc(Cl)cc1	-13	-2	.	-7	-1	46	6	-46	-5	0.8

Not a hit list. Share with any hit: about 4.4%.
